Assay outcomes as filed in PubChem BioAssay.
Epigenetic reg: Quantitative High-Throughput Screen for Regulators of Epigenetic Control. murine LDR cells, GFP reporter derepression, 30 h. Potency, µM (series often up to 53.9 µM), inactives show at the top dose GFP activation, usual class: activators. actives 0.2% (n = 280,000). AID 1865, 2009; further: potency means the concentration at half of the fitted maximal effect; % of control where 0% means no effect; nearly all actives have a fitted effect of over 60% in size
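Murine LDR cells carrying a silenced, genomically integrated CMV-driven GFP reporter were exposed to compound for 30 hours at 37 C. After PBS washes, GFP-positive cells (20–120 um objects) were counted by laser-scanning microplate cytometry.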
Lamin A splicing: qHTS Assay for Modulators of Lamin A Splicing. HeLa LMNA splicing GFP/RFP minigene ratio, 48 h. Potency, µM (series often up to 46.1 µM), without a hit: top-dose ratio change, negative = inhibition, hits mostly inhibitors. actives 0.01% (n = 200,000); active means well fitted inhibition curve with a large enough effect in the signal ratio, with a control signal flat, not every such curve was filed as active; inconclusive means small, poorly fitted or top-dose-only effect, or effect the other way, or a change in a side signal; the % refers to the signal ratio; further: potency means the concentration at half of the fitted maximal effect; on the % scale 0 is the no-effect control and ±100 the full control effect
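S3 HeLa stable clones carrying a lamin A-EGFP splicing minigene plus DsRed2 were seeded at 600 cells/well in Opti-MEM with 2% FBS, pin-dosed and incubated 48 h at 37°C. Acumen cytometry (488 nm) gave the GFP/RFP total-intensity ratio.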
aGal spleen mod: qHTS Assay for Inhibitors and Activators of Human alpha-Galactosidase From Spleen Homogenate; Alpha-galactosidase A (Homo sapiens), P06280; human spleen homogenate, 4MU-alpha-Gal fluorescence, 40 min; Potency, µM (doses to about 80 µM), for the others: at the highest dose activity change, negative = inhibition, most hits filed as inhibitors; actives 0.008% (n = 240,000);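 further: potency means the concentration at half of the fitted maximal effect; 0% = enzyme with vehicle and -100% = no enzyme basal signal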
Target sequence (P06280 32-429 limits assumed): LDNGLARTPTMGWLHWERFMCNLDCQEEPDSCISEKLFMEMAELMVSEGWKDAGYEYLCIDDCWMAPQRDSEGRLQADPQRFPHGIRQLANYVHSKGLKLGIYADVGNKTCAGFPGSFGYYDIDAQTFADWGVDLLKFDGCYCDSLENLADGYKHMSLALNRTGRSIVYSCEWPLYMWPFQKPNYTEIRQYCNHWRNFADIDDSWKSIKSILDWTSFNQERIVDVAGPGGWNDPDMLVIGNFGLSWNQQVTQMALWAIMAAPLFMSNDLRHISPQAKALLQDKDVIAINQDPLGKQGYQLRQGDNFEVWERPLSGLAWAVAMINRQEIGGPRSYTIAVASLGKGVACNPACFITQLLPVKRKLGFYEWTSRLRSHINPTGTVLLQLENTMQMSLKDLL
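Human spleen homogenate (1 ug) was the enzyme source, with 4-methylumbelliferyl-alpha-D-galactopyranoside (1 mM final) in pH 5.0 citrate buffer with 0.01% Tween-20. Compounds were titrated; after 40 min at 37C, NaOH/glycine stop, 4-MU fluorescence read; AC50 from Hill fits.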
IMPase Li inh: qHTS Assay for Identifying the Cell-Membrane Permeable IMPase Inhibitors: Potentiation with Lithium | actives 0.35% (n = 210,000) | Potency, µM (top dose mostly 59.4 µM), for inactives: at the highest dose activity, negative = IMPase inhibition, most hits filed as inhibitors | CHO-M1 cells, IP1 TR-FRET (IP-One), carbachol + lithium;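 further: IP1 builds up when IMPase is blocked and the TR-FRET signal falls; potency means the concentration at half of the fitted maximal effect; plate controls were basal vehicle for no effect and high inhibitor control for full effect; nearly all actives have a fitted effect of over 50% in size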
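IP1 accumulation measured by competitive TR-FRET in lysed CHO-M1 cells after 30 min compound exposure at 37C, with a small lithium addition to potentiate weak responses. Hill-equation AC50 from ratio and donor-channel data.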
KinaseGlo FLuc: Counterscreen for Luciferase (Kinase-Glo TM) Inhibition; Potency, µM (top dose mostly 38.3 µM), without a hit: at the highest dose activity change, negative = inhibition, actives largely listed as inhibitors; Kinase-Glo luciferase, ATP luminescence, 8 min; actives 0.28% (n = 200,000); further: potency means the concentration at half of the fitted maximal effect; on the % scale 0 is the no-effect control and ±100 the full control effect; nearly all actives have a fitted effect of over 60% in size
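Inhibition of Kinase-Glo luciferase light generation was assessed at 10 uM ATP in pH 7.2 imidazole buffer, with luminescence measured after eight minutes at ambient temperature.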
CBFb-RUNX1 inh: qHTS Assay for Compounds Blocking the Interaction Between CBF-beta and RUNX1 for the Treatment of Acute Myeloid Leukemia; Potency, µM (doses to about 59.8 µM), without a hit: at the top dose activity, negative = inhibition, most hits filed as inhibitors; AlphaScreen CBFb-His/RUNX1-biotin binding, biochemical; Runt-related transcription factor 1 (Homo sapiens) + Core-binding factor subunit beta …; 230,000 tested, under 10 active; further: % of control where 0% means no effect
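Interaction loss through any mechanism counts as activity. Pre-formed complex of His-CBF-beta and biotin-RUNX1 (30 nM apiece) is incubated with compound 15 min, then with 50 ng nickel and 50 ng streptavidin beads for 90 min before AlphaScreen detection.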
NPSR antagonist: qHTS Assay for Antagonists of the Neuropeptide S Receptor: cAMP Signal Transduction. CHO-NPSR cells, cAMP TR-FRET, antagonist mode. Potency, µM (doses to about 38.3 µM), without a hit: top-dose activity change, negative = inhibition, actives largely listed as inhibitors. actives 1% (n = 220,000); further: potency means the concentration at half of the fitted maximal effect; on the % scale 0 is the no-effect control and ±100 the full control effect; nearly all actives have a fitted effect of over 50% in size; many of its hits are not listed in these tables
Target sequence (Q6W5P4 whole entry, looked up): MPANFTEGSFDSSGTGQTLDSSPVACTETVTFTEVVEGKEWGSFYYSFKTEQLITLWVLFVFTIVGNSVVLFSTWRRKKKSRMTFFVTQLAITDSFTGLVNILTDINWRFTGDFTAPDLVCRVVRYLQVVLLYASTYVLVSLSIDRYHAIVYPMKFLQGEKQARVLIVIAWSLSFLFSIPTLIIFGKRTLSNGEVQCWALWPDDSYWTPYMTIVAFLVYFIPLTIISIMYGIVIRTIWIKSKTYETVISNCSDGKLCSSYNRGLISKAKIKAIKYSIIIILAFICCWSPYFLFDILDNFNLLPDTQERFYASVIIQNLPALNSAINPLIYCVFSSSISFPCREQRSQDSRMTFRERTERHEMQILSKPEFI
* = called active by the depositor; ? = inconclusive; / = no result given; & = joins results of further samples; [ ] = dose if it differs, or a comment. Unless noted, the call rests on the fitted dose curve; in most records, active means well fitted curve in the direction sought with a large enough effect; inconclusive means small, poorly fitted or top-dose-only effect, or another doubt; inactive means no such curve, though single readings can be large; an effect the other way counts as inactive or inconclusive. This is a subset; rates above refer to the full screens.

The line under a structure holds: Epigenetic reg	Lamin A splicing	aGal spleen mod	IMPase Li inh	KinaseGlo FLuc	CBFb-RUNX1 inh	NPSR antagonist
> COCCCn1nnnc1SCC(=O)N1c2ccccc2CC1C (configuration not stated)
 : 1.1%	-13.2%[46 µM]	-0.2%	4.1%	-0.1%	0.2%	13.0%
> Cc1ccc(N2CC(C(=O)Nc3ccc(S(=O)(=O)Nc4nccc(C)n4)cc3)CC2=O)cc1 (configuration not stated)
 : 0.0%	?	0.0%	3.4%	-1.6%	4.6%	8.2%
> CCOC(=O)c1ccc(-n2c(CN3CCN(CCO)CC3)nc3ccc([N+](=O)[O-])cc3c2=O)cc1
 : 5.4%	-6.7%[46 µM]	2.8%	1.2%	-1.5%	-5.7%	-8.1%
> CCOC(=O)CNC(=S)n1ncnc1N
 : -1.1%	/	-6.4%	14.7%	-1.1%	2.1%	11.2%
> Cc1cc(C(=O)NNC(=O)NC(C)C)no1
 : 1.0%	/	6.2%	/	/	3.1%	13.9%
> Cc1c(Cl)c(C(F)F)nn1CC(=O)NC1C(=O)N2C(C(=O)O)=C(CSc3nnnn3C)CSC12 (configuration not stated)
 : 0.0%	/	8.5%	5.0%	/	-19.1%	6.9%
> CCOc1ccc(-c2ccc(SCC(=O)NCC3CCCO3)nn2)cc1 (configuration not stated)
 : -1.0%	/	5.4%	-17.4%	-6.5%	4.0%	14.1%
> COC(=O)c1cc(O)cc(OC)c1C(=O)c1c(O)cc(C)cc1O
 : 1.1%	/	-3.6%	/	/	?	-4.2%
> O=C1OCC(CO)(CO)N=C1NNc1ccc(Cl)c(Cl)c1
 : 6.4%	13.3%	-10.5%	-5.4%[38.3 µM]	0.1%	-2.2%	0.8%[46.1 µM]
> CCOC(=O)C1=C(c2ccccc2)NC(SCC(=O)Nc2cccc(C)c2)=C(C#N)C1c1ccco1 (configuration not stated)
 : 1.0%	?	-2.6%	-9.0%[38.3 µM]	-1.2%	3.3%	-18.6%[46.1 µM]
> CCC(C)(C)n1nnnc1C(c1ccc(OC)c(OC)c1)N1CCN(c2ccc(OC)cc2)CC1 (configuration not stated)
 : 0.0%	-0.1%	-0.9%	7.7%[38.3 µM]	-2.4%	-8.8%	-13.1%[46.1 µM]
> COC(=O)/C(=C\Nc1ccccc1)NC(=O)c1ccc(Cl)cc1Cl
 : 2.8%	-5.8%	2.2%	19.5%[38.3 µM]	-3.8%	-1.9%	-17.0%[46.1 µM]
> FC(F)(F)c1cccc(NCc2n[nH]c(=S)n2C2CCCCC2)c1
 : -0.7%	13.7%[9.22 µM]	-10.3%	-2.6%	2.5%	-5.3%	-32.5%
> CCO[C@@H]1OC(C(=O)O)=C[C@H](C)[C@H]1CCCO
 : 0.7%	/	4.6%	3.4%	/	2.6%	-20.9%
> CCOC(=O)C1=C(C)NC(=S)N(C=O)C1c1ccccc1 (configuration not stated)
 : -3.3%	0.6%[46 µM]	-5.7%	6.8%	3.1%	14.3%	-2.7%
> CC(C)OCCCNC(=O)C(NS(=O)(=O)c1ccc2c(c1)c(=O)n(C)c(=O)n2C)c1ccccc1 (configuration not stated)
 : 0.0%	/	4.1%	-2.9%	-0.6%	7.7%	11.8%
> CC(C)OC(=O)NC(C)(C)COC(=O)Nc1cccc(Cl)c1
 : -2.3%	-11.2%	-3.0%	6.7%	-3.0%	8.8%	8.4%[46.1 µM]
> CCOC(=O)NC(Nc1ncccn1)(C(F)(F)F)C(F)(F)F
 : -0.7%	2.8%	-15.8%	11.2%[38.3 µM]	-4.8%	2.5%	15.5%[46.1 µM]
> CCCC(=O)Nc1cc(S(=O)(=O)N(CC)CC)ccc1Cl
 : 5.5%	-1.5%	-2.2%	6.6%	-4.3%	2.2%	-3.4%
> C[C@@H](C(=O)Nc1ccc2ccccc2c1)[C@H]1C[C@]1(C)[C@H](NS(=O)(=O)c1ccccc1)c1ccccc1
 : -2.4%&-1.7%	-7.7%	-7.8%&-3.2%	5.1%&1.6%	10.3%&2.9%	2.0%[2.36 µM]	-6.0%
> COC(=O)[C@@H](O)CC[C@@H](C)Cc1c(OC)c(OC)c(C)c(OC)c1OC
 : 1.1%	/	-7.3%	-1.6%	1.1%	-8.5%	/
> COc1cc(C)c(C(=O)Oc2cc(C)c(C(=O)O)c(O)c2C)c(OC)c1C
 : -0.8%&0.0%	?	9.3%&1.3%	-2.4%&1.4%	-0.2%	2.6%	?
> CC(C)c1ccc(N=C2N=C(N)c3ccccc32)cc1
 : 2.1%	/	3.9%	/	/	0.6%	?
> COC(=O)CSc1nc2ccc(N)cc2s1
 : -1.1%	?	-7.5%	12.3%	-3.2%	-2.6%	3.1%
> N#Cc1c(N2CCOCC2)nsc1-c1ccccc1
 : -3.2%	/	-9.0%	/	/	13.1%	48.6%
> CC(C)(C)NC(=O)COc1ccc(CNCc2cccnc2)cc1
 : 3.1%	/	4.1%	26.0%	-3.1%	16.0%	-2.0%
> COC(=O)c1ccc(C(=O)OC)nc1
 : -0.9%	1.8%	-6.1%	-10.8%[38.3 µM]	0.0%	1.6%	6.9%[46.1 µM]
> N#CC1=C(Nc2ccccc2)SC=C(c2ccc(Br)cc2)N=C1N1CCOCC1
 : -1.1%	-4.8%	-5.0%	?	-2.7%	-2.7%	-15.8%[46.1 µM]
> COP(=O)(OC)C(Nc1ccc([N+](=O)[O-])cc1)c1ccccc1 (configuration not stated)
 : 0.1%	/	1.1%	/	/	5.4%	1.5%
> c1ccc(COc2ccccc2CNC23CC4CC(CC(C4)C2)C3)cc1
 : -1.1%	/	-2.1%	18.7%	-5.3%	-4.4%	-52.2%

Additional entries
Molecule	Epigenetic reg	Lamin A splicing	aGal spleen mod	IMPase Li inh	KinaseGlo FLuc	CBFb-RUNX1 inh	NPSR antagonist
Cc1cc(=O)[nH]c(N/N=C/c2ccccc2C(F)(F)F)n1	5.0%	?	-12.5%	7.8%	-0.4%	3.6%	1.8%
CCN(CC)c1nc(C)nc2c1sc(=S)n2C	-1.2%	/	-1.7%	?	-0.8%	7.2%	-5.5%
CCOC(=O)[C@H]1O[C@@H]1C(=O)N[C@@H](CC(C)C)C(=O)NCCC(C)C	-3.9%	?	1.2%	/	/	4.4%	25.4%
O=[N+]([O-])c1cccc(NC2=NCCC2)c1	1.1%	?	-8.2%	6.0%	0.1%	-0.4%	10.0%
CC1CCCCC1NC(=O)CN1CCC(O)(c2ccc(F)cc2)CC1 (configuration not stated)	0.0%	?	-4.1%	-8.8%[38.3 µM]	-1.1%	-0.5%	-5.8%[46.1 µM]
CCCCCCCC1(C)NC(=O)NC1=O (configuration not stated)	-1.0%	/	11.8%	/	/	2.8%	-28.3%
O=C(c1ccc2snnc2c1)N1CCN(c2ccccc2)CC1	0.7%	10.3%	0.8%	-5.4%[38.3 µM]	-1.3%	2.7%	-7.0%[46.1 µM]
O=C(NCCCCCCNC(=O)c1ccc(Br)s1)c1ccc(Br)s1	1.0%	9.3%	2.0%	-13.5%	2.9%	0.7%	-49.2%
CC1CCCC(C)N1/N=C/c1ccc(C(=O)O)cc1 (configuration not stated)	4.4%	/	5.1%	/	/	8.4%	16.8%
CN(C(=O)CN(CCO)CC(=O)N(C)C(C)(C)Cc1ccccc1)C(C)(C)Cc1ccccc1	0.0%	?	19.5%	-2.0%&-6.1%	-8.8%	21.2%	/

Fetched by structure from the entries so far:
Molecule	Epigenetic reg	Lamin A splicing	aGal spleen mod	IMPase Li inh	KinaseGlo FLuc	CBFb-RUNX1 inh	NPSR antagonist
O=C(c1ccc2snnc2c1)N1CCN(c2ccccc2)CC1	0.7%	10.3%	0.8%	-5.4%[38.3 µM]	-1.3%	2.7%	-7.0%[46.1 µM]
CC(C)c1ccc(N=C2N=C(N)c3ccccc32)cc1	2.1%	/	3.9%	/	/	0.6%	?
CCOC(=O)CNC(=S)n1ncnc1N	-1.1%	/	-6.4%	14.7%	-1.1%	2.1%	11.2%

Following part.
Molecule	Epigenetic reg	Lamin A splicing	aGal spleen mod	IMPase Li inh	KinaseGlo FLuc	CBFb-RUNX1 inh	NPSR antagonist
CCc1nc2ccccc2c(=O)n1NCCc1ccccc1	0.1%	?	4.1%	0.0%	-0.2%	0.4%	-0.6%
O=C(/C=C/c1ccccc1)Nc1cc(S(=O)(=O)N2CCOCC2)ccc1N1CCCC1	0.0%	1.6%	4.9%	-4.8%	0.4%	0.0%	9.3%
Cc1sc2ncn(CC(=O)NCC3COc4ccccc4O3)c(=O)c2c1S(=O)(=O)N1CCCCC1 (configuration not stated)	2.4%	/	6.8%	-1.4%	/	-1.2%	6.6%
Nc1cc(=O)[nH]c(SCC(=O)Nc2ccc(Cl)c(Cl)c2)n1	-0.1%	-8.1%	-13.9%	20.1%[38.3 µM]	-1.7%	0.8%	3.8%[46.1 µM]
COC(=O)C1=C(C)NC(=O)CC1c1cccc(OC)c1OC (configuration not stated)	-1.0%	3.0%	-3.4%	-8.7%[38.3 µM]	-5.4%	4.8%	4.6%[46.1 µM]
CCC1=NN2C(=N)/C(=C\c3cccn3-c3ccc(C)c(C)c3)C(=O)N=C2S1	1.2%	15.7%[9.22 µM]	-20.3%	10.2%	7.5%	-8.3%	-48.8%
Cc1c(Cl)cccc1NC(=S)N1CCN(C(=O)C2CCCO2)CC1 (configuration not stated)	-0.9%	-12.0%	-3.0%	/	/	3.8%	-24.0%[46.1 µM]
